Pol iota inh = inhibitors of human DNA polymerase iota; Potency, µM (titrated, usually from 115 µM), inactives show top-dose activity, negative = inhibition, usual class: inhibitors; Q9UNA4; hit rate 1% among 390,000; Pol iota fluorescent replication assay, 10 min; AID 588590; further: potency means the concentration at half of the fitted maximal effect
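Pol iota at 10 nM preincubated 15 min with compounds at room temperature; reaction started with fluorescent substrate, 50 nM final. Fluorescence read kinetically at 0 and 10 min; buffer-only wells as negative control.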
Pol kappa inh = blocks human DNA polymerase kappa activity. purified Pol kappa, fluorescent DNA synthesis assay, 10 min. Potency, µM (top dose mostly 107 µM), inactives show top-dose activity, negative = inhibition, actives largely listed as inhibitors. hit rate 0.53% among 400,000. Q9UBT6; further: potency means the concentration at half of the fitted maximal effect; on the % scale 0 is the no-effect control and ±100 the full control effect
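Pol kappa 10 nM + cpd, 15 min RT; start w/ substrate 50 nM final; fluorescence kinetic read, 0 and 10 min. Neg ctrl: buffer, no enzyme.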
BLM inh = inhibitors of human Bloom syndrome helicase BLM; P54132; recombinant BLM DNA unwinding, fluorescence dequenching; Potency, µM (highest dose often 56.1 µM), without a hit: top-dose activity change, negative = inhibition, most hits filed as inhibitors; hit rate 0.2% among 350,000;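 further: potency means the concentration at half of the fitted maximal effect; plate controls were vehicle for no effect and no enzyme for full effect; nearly all actives have a fitted effect of over 35% in size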
Tb PGK inh = T. brucei PGK inhibition; P07378; PGK/GAPDH coupled, Kinase-Glo luminescence, 60 min; Potency, µM (titrated, usually from 57.5 µM), without a hit: at the highest dose activity change, negative = inhibition, most hits filed as inhibitors; hit rate 0.043% among 380,000; further: potency means the concentration at half of the fitted maximal effect; on the % scale 0 is the no-effect control and ±100 the full control effect; nearly all actives have a fitted effect of over 60% in size
Target sequence (P07378 whole entry, looked up): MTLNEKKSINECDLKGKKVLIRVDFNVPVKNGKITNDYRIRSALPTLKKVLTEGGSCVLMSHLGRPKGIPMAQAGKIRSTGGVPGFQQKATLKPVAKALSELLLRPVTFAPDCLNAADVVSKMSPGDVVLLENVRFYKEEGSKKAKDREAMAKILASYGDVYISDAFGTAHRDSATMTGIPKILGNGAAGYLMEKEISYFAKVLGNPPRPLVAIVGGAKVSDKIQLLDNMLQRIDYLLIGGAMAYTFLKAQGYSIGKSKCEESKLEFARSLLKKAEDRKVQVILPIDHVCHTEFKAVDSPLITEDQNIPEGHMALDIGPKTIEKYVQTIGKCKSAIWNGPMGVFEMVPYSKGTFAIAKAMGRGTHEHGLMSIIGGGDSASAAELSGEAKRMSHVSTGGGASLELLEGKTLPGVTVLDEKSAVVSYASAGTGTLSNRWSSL
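Recombinant glycosomal PGK reaction used 1,3-bisphosphoglycerate generated in-well by GAPDH (100nM final) in 100mM TEA pH 7.6, 5mM MgCl2, 0.01% Tween-20. After 60 minutes at room temperature, ATP was read by Kinase-Glo Plus luminescence end-point.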
RXFP1 antag = RXFP1 (human) relaxin receptor antagonism | HEK293-RXFP1, relaxin-stimulated cAMP HTRF, 30 min; hits give low values | Q9HBX9 | hit rate 0.59% among 350,000 | activity change, negative = inhibition, % at 57.5 µM;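 active means activity change of -60% or lower, but not beyond a set lower limit; inconclusive means change between -60% and -40%, or beyond the set limit; inactive means change above -40%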; further: on the % scale 0 is the no-effect control and ±100 the full control effect
POLH inh = inhibitors of human DNA polymerase eta. Q9Y253. recombinant Pol eta, fluorescent DNA replication assay. Potency, µM (titrated, usually from 114 µM), for the others: top-dose activity change, negative = inhibition, most hits filed as inhibitors. hit rate 1.2% among 390,000; further: potency means the concentration at half of the fitted maximal effect; on the % scale 0 is the no-effect control and ±100 the full control effect
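Fluorescent replication assay: 50 nM final substrate added after a 15 min room-temperature compound preincubation with 10 nM enzyme. Signal taken at 0 min and again at 10 min.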
APEX1 inh = inhibitors of human APE1 endonuclease | recombinant APE1, TAMRA/BHQ-2 abasic DNA cleavage fluorescence | Potency, µM (series often up to 65.8 µM), for inactives: at the top dose activity change, negative = inhibition, hits mostly inhibitors | P27695 | hit rate 0.35% among 350,000;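 further: potency means the concentration at half of the fitted maximal effect; plate controls were vehicle for no effect and reference inhibitor for full effect; nearly all actives have a fitted effect of over 55% in size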
Target sequence (P27695 whole entry, looked up): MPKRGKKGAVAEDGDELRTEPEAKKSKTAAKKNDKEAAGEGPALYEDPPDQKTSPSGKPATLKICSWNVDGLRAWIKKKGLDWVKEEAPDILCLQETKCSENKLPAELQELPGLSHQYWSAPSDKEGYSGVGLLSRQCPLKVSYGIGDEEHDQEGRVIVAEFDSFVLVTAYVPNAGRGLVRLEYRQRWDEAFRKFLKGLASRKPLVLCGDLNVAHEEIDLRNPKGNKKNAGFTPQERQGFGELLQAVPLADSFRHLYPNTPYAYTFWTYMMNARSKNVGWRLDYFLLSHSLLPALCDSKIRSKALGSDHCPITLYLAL
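Quantitative HTS: incision of a TAMRA/BHQ-2 double-stranded substrate bearing a tetrahydrofuran abasic site by 0.75 nM APE1 raises fluorescence. Substrate 50 nM final, added after 15 min compound preincubation at room temperature; progress as third-minus-first kinetic read difference.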
Apoferritin bind = binds horse apoferritin like a general anesthetic; P02791; apoferritin/1-aminoanthracene competitive binding, fluorescence; Potency, µM (highest dose often 77.5 µM), without a hit: at the highest dose activity change, negative = displacement, actives largely listed as inhibitors; hit rate 0.074% among 350,000; further: potency means the concentration at half of the fitted maximal effect; on the % scale 0 is the no-effect control and ±100 the full control effect; nearly all actives have a fitted effect of over 20% in size
Target sequence (P02791 2-175 limits assumed): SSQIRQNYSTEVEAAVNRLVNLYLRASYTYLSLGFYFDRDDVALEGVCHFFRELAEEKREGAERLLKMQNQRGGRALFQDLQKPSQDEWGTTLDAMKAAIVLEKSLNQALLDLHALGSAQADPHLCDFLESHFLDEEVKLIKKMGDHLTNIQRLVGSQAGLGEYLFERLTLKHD
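Probe: 1-aminoanthracene (50% saturated, PBS). Protein: horse-spleen apoferritin, 10 uM. Incubation: 10 min, room temperature. Detection: 380 nm excitation, 535 nm emission. Analysis: normalized response, four-parameter Hill.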
POLB inh = blocks human DNA polymerase beta activity; AID 485314; Pol beta primer extension/strand displacement, fluorescence kinetic; Potency, µM (highest dose often 114 µM), without a hit: at the highest dose activity change, negative = inhibition, most hits filed as inhibitors; P06746; hit rate 1.3% among 340,000; further: potency means the concentration at half of the fitted maximal effect; on the % scale 0 is the no-effect control and ±100 the full control effect
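Curves were derived by four-parameter Hill fits of normalized qHTS data. The kinetic fluorescent primer-extension read was taken at 0 and 10 min after 50 nM substrate, following a 15 min room-temperature preincubation of 10 nM enzyme with compounds.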
Starred values were filed as active, the others as inactive; & = joins results of further samples; [ ] = another dose, or the depositor's remark. Unless noted, the call rests on the fitted dose curve; in most records, active means well fitted curve in the direction sought with a large enough effect; inconclusive means small, poorly fitted or top-dose-only effect, or another doubt; inactive means no such curve, though single readings can be large; an effect the other way counts as inactive or inconclusive.

`CCn1nnc2cc(C(=O)N(CCOC)CC(=O)Nc3cccc(C)c3C)ccc21` gave Pol iota inh 6%, Pol kappa inh -20%, Tb PGK inh -7%, RXFP1 antag -5, POLH inh -23% and APEX1 inh 48%[activator].
Screening O=C1CC(N2CCN(c3cccc(C(F)(F)F)c3)CC2)C(=O)N1c1ccccc1 (stereo not given) returned Pol iota inh -8%, Pol kappa inh -11%, BLM inh -8%, Tb PGK inh -5%, RXFP1 antag 2, POLH inh -16%, APEX1 inh -4%, Apoferritin bind -9% and POLB inh 1%.
Cc1cc(C)n2nc(CNS(=O)(=O)c3ccc(F)cc3)nc2n1 was read as Pol iota inh 10%&11%, Pol kappa inh 5%&3%, BLM inh 0%&0%, Tb PGK inh -2%&-5%, RXFP1 antag -4&-16, POLH inh -16%&-8%, APEX1 inh 23%, Apoferritin bind -14%&-13% and POLB inh inconclusive.
`CC(C)c1ccc(NC2CCCN(C(=O)CSc3nncn3C)C2)cc1` (stereo not given) gave Pol iota inh 17%, Pol kappa inh 5%, BLM inh -5%, Tb PGK inh inactive, RXFP1 antag -14, POLH inh 6%, APEX1 inh 13%, Apoferritin bind -12% and POLB inh 19%.
Screening COc1c(C)oc2cc(O)ccc2c1=O returned Pol iota inh 3%, Pol kappa inh -17%, BLM inh 0%, Tb PGK inh 1%, RXFP1 antag 8, POLH inh -9%, APEX1 inh inconclusive, Apoferritin bind 139%[activator] and POLB inh 1%.
`Cn1nc(CC(=O)NC2CCCCC2)c2ccccc2c1=O` gave Pol iota inh 46%[activator], Pol kappa inh -1%, BLM inh 1%, Tb PGK inh 2%, RXFP1 antag -2, POLH inh -19%, APEX1 inh 0%, Apoferritin bind 44%[activator] and POLB inh 14%.
For COc1ccc(NCc2cc3cc4c(cc3n(CC(=O)Nc3cc(C)ccc3C)c2=O)OCCO4)cc1 the results were Pol iota inh 14%, Pol kappa inh 9%, BLM inh -8%, Tb PGK inh 9%, POLH inh -18%, Apoferritin bind -7% and POLB inh 1%.
`CCOc1ccc(NS(=O)(=O)c2ccc(C(=O)NC3CCN(Cc4ccccc4)CC3)cc2)cc1` gave Pol iota inh 34%[activator], Pol kappa inh -8%, Tb PGK inh -10%, RXFP1 antag -26, POLH inh -18% and APEX1 inh 9%.
CCCSc1cc(NCCOC(C)=O)c([N+](=O)[O-])c2nonc12 was read as Pol iota inh 30%, Pol kappa inh -4%, BLM inh -5%, Tb PGK inh 4%, RXFP1 antag -5, POLH inh -5%, APEX1 inh 0%, Apoferritin bind -3% and POLB inh 7%.
S=c1[nH]nc(C2CCCCC2)n1Cc1ccccc1 was read as Pol iota inh 1%, Pol kappa inh -10%, BLM inh -2%, Tb PGK inh 2%, RXFP1 antag 0, POLH inh 0%, APEX1 inh 3%, Apoferritin bind -10% and POLB inh 0%.
`COc1ccc(C(C)=O)cc1CC(=O)N(Cc1ccccc1)c1ccccc1` gave Pol iota inh 172%[activator], Pol kappa inh -10%, BLM inh -5%, Tb PGK inh -8%, RXFP1 antag 6, POLH inh -22%, APEX1 inh 25%[12.4 µM], Apoferritin bind inconclusive and POLB inh 6%.
For Cc1nc2sc(C(c3cccc(F)c3)N3CC(C)OC(C)C3)c(O)n2n1 (stereo not given) the results were Pol iota inh 3%, Pol kappa inh -16%, BLM inh -4%, Tb PGK inh -5%, RXFP1 antag -6, POLH inh -17%, APEX1 inh 7%, Apoferritin bind -5% and POLB inh 30%.

Continued, starting with the last 2 of the part before.
`COc1ccc(C(C)=O)cc1CC(=O)N(Cc1ccccc1)c1ccccc1` gave Pol iota inh 172%[activator], Pol kappa inh -10%, BLM inh -5%, Tb PGK inh -8%, RXFP1 antag 6, POLH inh -22%, APEX1 inh 25%[12.4 µM], Apoferritin bind inconclusive and POLB inh 6%.
For Cc1nc2sc(C(c3cccc(F)c3)N3CC(C)OC(C)C3)c(O)n2n1 (stereo not given) the results were Pol iota inh 3%, Pol kappa inh -16%, BLM inh -4%, Tb PGK inh -5%, RXFP1 antag -6, POLH inh -17%, APEX1 inh 7%, Apoferritin bind -5% and POLB inh 30%.
`CCOC(=O)c1cc(-c2ccc(C)cc2)n(CC(=O)NC2CCCCCC2)c1C` gave Pol iota inh 14%, Pol kappa inh -27%, BLM inh -3%, Tb PGK inh -8%, POLH inh -19%, Apoferritin bind -2% and POLB inh 15%.
O=C(NC1CCCN(Cc2ccc(Cl)cc2)C1)C1CCC1 (stereo not given) was read as Pol iota inh 4%, Pol kappa inh -13%, BLM inh -6%, Tb PGK inh -2%, RXFP1 antag -23, POLH inh -1%, APEX1 inh 50%, Apoferritin bind -15% and POLB inh 2%.
`COc1ccc(/C=N/NS(=O)(=O)c2ccc(F)cc2)cc1CN1CCSCC1` gave Pol iota inh 72%[activator], Pol kappa inh 0%, BLM inh -8%, Tb PGK inh -6%, RXFP1 antag -9, POLH inh -9%, APEX1 inh 28%, Apoferritin bind -6% and POLB inh 15%.
Screening COc1ccccc1NC(=O)c1ccc2[nH]c(C)c(C)c2c1 returned Pol iota inh -3%, Pol kappa inh -8%, BLM inh -9%, Tb PGK inh inactive, RXFP1 antag 1, POLH inh -14%, APEX1 inh 12%, Apoferritin bind 2% and POLB inh 18%.
O=C(COc1cccnc1[N+](=O)[O-])NCc1cccs1 was read as Pol iota inh 28%, Pol kappa inh -2%, BLM inh -1%, Tb PGK inh -5%, RXFP1 antag -1, POLH inh -4%, APEX1 inh -3%, Apoferritin bind 0% and POLB inh 1%.
Screening O=C(NN=Cc1ccccc1)NN=Cc1ccccc1 returned Pol iota inh 39%[activator], Pol kappa inh -6%, Tb PGK inh 4%, RXFP1 antag -6 and POLH inh 6%.
COc1cc(OC)c(Nc2ncnc3onc(-c4cccc(Cl)c4)c23)cc1Cl was read as Pol iota inh 15%, Pol kappa inh -18%, BLM inh -4%, Tb PGK inh 5%, POLH inh -14%, Apoferritin bind -2% and POLB inh 16%.
`O=C(CC1C(=O)NCCN1Cc1c(F)cccc1Cl)NC1CCCC1` (stereo not given) gave Pol iota inh 49%[activator], Pol kappa inh -3%, BLM inh -4%, Tb PGK inh 2%, RXFP1 antag -25, POLH inh -3%, APEX1 inh 0%, Apoferritin bind -7% and POLB inh 0%.
For CC(OC(=O)/C=C/c1ccc(Br)cc1)C(=O)N1CCOCC1 (stereo not given) the results were Pol iota inh 2%, Pol kappa inh -5%, Tb PGK inh -4%, RXFP1 antag 5, POLH inh -4% and APEX1 inh 11%.
Screening Cc1cc2c(Nc3cccc(O)c3)ncnc2s1 returned Pol iota inh -19%, Pol kappa inh 8%, BLM inh 0%, Tb PGK inh -8%, RXFP1 antag -2, POLH inh 2%, APEX1 inh -26%, Apoferritin bind -6% and POLB inh inconclusive.
Cc1ccc(NC(=O)CN2C(=O)CC(c3ccc(C)c(C)c3)=Nc3ccccc32)cc1 was read as Pol iota inh 1%, Pol kappa inh 20%, BLM inh -1%, Tb PGK inh -1%, RXFP1 antag -13, POLH inh -3%, Apoferritin bind -14% and POLB inh 11%.
For CCN1CCN(c2ccc([N+](=O)[O-])cc2C(=O)c2ccc(Cl)cc2)CC1 the results were Pol iota inh 2%, Pol kappa inh -7%, BLM inh 2%, Tb PGK inh -1%, RXFP1 antag -6, POLH inh -2%, APEX1 inh 2%, Apoferritin bind -16% and POLB inh -4%.
Screening CCC(Sc1nnc(-c2ccco2)n1C)C(=O)Nc1nnc(C)s1 (stereo not given) returned Pol iota inh 16%, Pol kappa inh 6%, BLM inh -6%, Tb PGK inh 3%, RXFP1 antag 16, POLH inh -15%, APEX1 inh 66%[activator], Apoferritin bind -6% and POLB inh 0%.
Cc1sc(NC(=O)CN2CCN(c3ccccn3)CC2)c(C#N)c1C was read as Pol iota inh inconclusive, Pol kappa inh -22%, BLM inh -3%, Tb PGK inh -6%, RXFP1 antag 8, POLH inh 5%, APEX1 inh -1%, Apoferritin bind 3% and POLB inh 6%.
`NC(=O)/C(=C\c1cccnc1)NC(=O)c1ccccc1` gave Pol iota inh 13%, Pol kappa inh -14%, BLM inh -6%, Tb PGK inh -2%, RXFP1 antag 10, POLH inh -3%, APEX1 inh -5%, Apoferritin bind -4% and POLB inh 5%.
For COc1ccc(NC(=O)CCNS(=O)(=O)c2ccc3c(c2)CCCC(=O)N3)cc1Cl the results were Pol iota inh -26%, Pol kappa inh -10%, BLM inh 0%, Tb PGK inh 0%, POLH inh -2%, Apoferritin bind 50%[activator] and POLB inh 7%.
Screening O=C(NCCc1ccc(C(F)(F)F)cc1)c1ccc2c(c1)OCO2 returned Pol iota inh 21%, Pol kappa inh -3%, Tb PGK inh -9%, RXFP1 antag -2, POLH inh -19% and APEX1 inh 16%.
COc1cccc(CNC(=O)c2sc3nc[nH]c(=O)c3c2C)c1 was read as Pol iota inh -5%, Pol kappa inh -2%[60.1 µM], BLM inh 2%, Tb PGK inh 1%, RXFP1 antag -12, POLH inh -2%, Apoferritin bind -19% and POLB inh 24%.
CCOC(=O)c1c(NC(=S)Nc2ccc(F)cc2)sc2c1CCC2 was read as Pol iota inh 1%, Pol kappa inh -11%, BLM inh 0%, Tb PGK inh -6%, RXFP1 antag -19, POLH inh -14%, APEX1 inh -1%, Apoferritin bind -9% and POLB inh -8%.
Cc1cccc(-c2nc3scc(CCNS(=O)(=O)c4ccc(F)cc4C)n3n2)c1 was read as Pol iota inh 15%, Pol kappa inh -3%[60.1 µM], BLM inh -1%, Tb PGK inh inactive, RXFP1 antag -23, POLH inh -22%, Apoferritin bind inconclusive and POLB inh -14%.
Screening Cc1ccc(NC(=O)Nc2cc(C)on2)cc1 returned Pol iota inh 67%[activator], Pol kappa inh 3%, BLM inh -9%, Tb PGK inh inactive, RXFP1 antag 3, POLH inh 2%, APEX1 inh -2%, Apoferritin bind -6% and POLB inh 2%.
Cc1occc1C(=O)N/N=C/C1=C(N2CCOCC2)C(=C\c2ccc(Cl)cc2Cl)/CC1 was read as Pol iota inh 26%, Pol kappa inh -9%, BLM inh 0%, RXFP1 antag 2, POLH inh -5%, APEX1 inh 3%, Apoferritin bind 55%[activator] and POLB inh 5%.

Source: PubChem

Not all compounds are listed. The share of hits here may be higher or lower than overall.
